Bioassay records from PubChem BioAssay.
PAFAH2 inh: inhibitors of human PAFAH2; inhibition, % at 3.39 µM; recombinant PAFAH2, FP-rhodamine activity probe, fluorescence polarization; 340,000 compounds, 0.99% hits; AID 492956;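 active = inhibition above the mean over all tested compounds plus 3 SD, cut at about 30% in these data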;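 note: inhibitors block probe labeling of enzyme so polarization drops; 0% = enzyme with DMSO and 100% = wells lacking PAFAH2 protein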
PAFAH1B2 inh: inhibitors of human PAFAH1B2; inhibition, % at 3.39 µM; recombinant PAFAH1B2, FP-rhodamine activity probe, fluorescence polarization; 340,000 compounds, 1.2% hits; AID 492953; P68402;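 active = inhibition above the mean of all tested compounds plus 3 SD, cut at about 24% in these data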;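 note: 0% = enzyme with DMSO and 100% = wells lacking PAFAH1B2; many of its hits are not listed in these tables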
GSTO1 counter: counter-screen for RBBP9 inhibitors: inhibitors of human GSTO1 | 300,000 compounds, 1.1% hits | P78417 | recombinant GSTO1, activity-based probe fluorescence polarization | inhibition, % at 5.96 µM;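 active = inhibition above the campaign mean inhibition plus 3 SD, cut at about 35% in these data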;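 note: 0% = GSTO1-1 with DMSO and 100% = wells lacking GSTO1-1 enzyme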
Target sequence (P78417 whole entry, looked up): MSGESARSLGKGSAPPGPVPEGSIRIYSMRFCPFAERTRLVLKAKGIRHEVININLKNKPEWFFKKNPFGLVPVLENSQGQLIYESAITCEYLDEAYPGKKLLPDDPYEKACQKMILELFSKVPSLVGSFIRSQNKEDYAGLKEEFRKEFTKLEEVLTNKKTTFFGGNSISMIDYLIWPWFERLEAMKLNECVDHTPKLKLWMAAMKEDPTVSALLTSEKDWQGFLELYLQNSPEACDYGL
PME-1 inh: blocks human protein phosphatase methylesterase 1. Q9Y570. inhibition, % at 5.9 µM. 320,000 compounds, 0.53% hits. recombinant PME-1, FP-Rh probe fluorescence polarization;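 active = inhibition above the campaign mean of all compounds plus 3 SD, cut at about 26% in these data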;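 note: competitive labeling of PME-1 active site by serine hydrolase directed probe; 0% = PME-1 with DMSO and 100% = wells lacking PME-1 enzyme; inhibitors block probe labeling so polarization falls and inhibition rises; many of its hits are not listed in these tables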
Target sequence (Q9Y570 whole entry, looked up): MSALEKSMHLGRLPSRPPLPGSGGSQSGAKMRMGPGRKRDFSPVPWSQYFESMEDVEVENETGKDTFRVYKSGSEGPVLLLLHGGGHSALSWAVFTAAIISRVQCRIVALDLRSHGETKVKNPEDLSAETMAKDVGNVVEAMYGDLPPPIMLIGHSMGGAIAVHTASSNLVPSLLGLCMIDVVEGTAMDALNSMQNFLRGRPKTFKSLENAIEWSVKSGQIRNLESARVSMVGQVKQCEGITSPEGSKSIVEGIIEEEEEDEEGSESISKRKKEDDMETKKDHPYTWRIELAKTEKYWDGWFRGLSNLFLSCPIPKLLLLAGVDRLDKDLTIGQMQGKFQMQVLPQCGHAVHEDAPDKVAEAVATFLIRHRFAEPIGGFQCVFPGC
PAD4 inh: inhibitors of human PAD4 | Q9UM07 | AID 485272 | 330,000 compounds, 0.41% hits | inhibition, % at 6.36 µM | recombinant PAD4, RCA probe fluorescence polarization;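 active = percent inhibition above a cutoff equal to the mean of all tested compounds plus 3 SD, cut at about 15% in these data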;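 note: 0% = PAD4 with RCA probe and DMSO and 100% = probe without PAD4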
PAFAH1B3 inh: blocks human PAF acetylhydrolase 1B catalytic subunit 3. 340,000 compounds, 0.28% hits. recombinant PAFAH1B3, FP-rhodamine probe, fluorescence polarization. inhibition, % at 3.39 µM. Q15102;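 active = inhibition above the screen-wide average of all tested compounds plus 3 SD, cut at about 25% in these data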;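 note: 0% = enzyme with DMSO only and 100% = wells lacking PAFAH1B3 protein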
Target sequence (Q15102 whole entry, looked up): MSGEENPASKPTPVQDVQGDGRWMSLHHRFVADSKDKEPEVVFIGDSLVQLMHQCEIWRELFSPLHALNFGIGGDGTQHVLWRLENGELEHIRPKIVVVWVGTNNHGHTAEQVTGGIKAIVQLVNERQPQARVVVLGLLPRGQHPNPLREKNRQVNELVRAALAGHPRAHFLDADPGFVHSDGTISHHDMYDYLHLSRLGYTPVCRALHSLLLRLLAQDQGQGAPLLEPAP
LYPLA1 counter: counter-screen for PME1 inhibitors: inhibitors of human LYPLA1; inhibition, % at 5.9 µM; 320,000 compounds, 0.16% hits; O75608; recombinant LYPLA1, FP-Rh probe fluorescence polarization;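 active = inhibition above the mean of all tested compounds plus 3 SD, set per campaign, cut at about 14% in these data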;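 note: inhibitors block serine hydrolase probe labeling of LYPLA1 so polarization falls; 0% = enzyme with DMSO and 100% = wells lacking LYPLA1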
Target sequence (O75608 whole entry, looked up): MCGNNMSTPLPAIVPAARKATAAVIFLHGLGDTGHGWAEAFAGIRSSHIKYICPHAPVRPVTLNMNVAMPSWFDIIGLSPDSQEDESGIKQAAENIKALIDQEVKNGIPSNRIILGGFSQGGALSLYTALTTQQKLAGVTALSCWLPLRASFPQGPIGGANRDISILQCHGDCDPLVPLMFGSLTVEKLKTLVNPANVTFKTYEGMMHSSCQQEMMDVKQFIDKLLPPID
pPAFAH inh: pPAFAH (human) enzyme inhibition; recombinant pPAFAH, FP-rhodamine probe fluorescence polarization; Q13093; inhibition, % at 3.39 µM; 330,000 compounds, 1.5% hits; AID 463082;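 active = inhibition above the mean inhibition across the screen plus 3 SD, cut at about 25% in these data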;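 note: inhibitors block binding of the rhodamine activity-based probe so polarization drops; 0% = enzyme with DMSO and 100% = wells lacking pPAFAH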
LYPLA2 inh: LYPLA2 (human) inhibition in PME1 counter-screen; recombinant LYPLA2, FP-Rh probe fluorescence polarization; 320,000 compounds, 0.38% hits; O95372; inhibition, % at 5.9 µM; AID 2177;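 active = inhibition above the screen-wide mean plus 3 SD, limit set per campaign, cut at about 26% in these data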;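 note: 0% = LYPLA2 with DMSO and 100% = wells lacking LYPLA2 enzyme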
* hit, by the source's call; & = joins results of further samples. Some of the compounds tested (hit frequency here may not be typical).

CCN(CC)CCOC(=O)C(c1ccccc1)c1ccccc1 was read as PAFAH2 inh 0, PAFAH1B2 inh 6, GSTO1 counter 6, PME-1 inh 0, PAD4 inh -2, PAFAH1B3 inh 15, LYPLA1 counter 1, pPAFAH inh 2 and LYPLA2 inh -1.
For CC1(C)Oc2ccc(C#N)cc2[C@@H](N2CCCC2=O)[C@@H]1O the results were PAFAH2 inh -6, PAFAH1B2 inh -8, GSTO1 counter 0, PME-1 inh -8, PAD4 inh -2, PAFAH1B3 inh 6, LYPLA1 counter 0, pPAFAH inh 2 and LYPLA2 inh 4.
For COc1c(O)cc2c(c1O)[C@@H]1O[C@H](CO)[C@@H](O)[C@H](O)[C@H]1OC2=O the results were PAFAH2 inh 1, PAFAH1B2 inh 0, GSTO1 counter 4, PME-1 inh -3, PAD4 inh 0, PAFAH1B3 inh 12, LYPLA1 counter -4, pPAFAH inh -2 and LYPLA2 inh -6.
O=C(O)CCCCCCCC(=O)O was read as PAFAH2 inh 6, PAFAH1B2 inh 3, GSTO1 counter 0, PME-1 inh 3, PAD4 inh -1, PAFAH1B3 inh 2, LYPLA1 counter -3, pPAFAH inh -3 and LYPLA2 inh 0.
CN1CCN(c2c(F)cc3c(=O)c(C(=O)O)cn4c3c2SCC4)CC1 was read as PAFAH2 inh -6, PAFAH1B2 inh 2, GSTO1 counter -4&1, PME-1 inh 2&0, PAD4 inh -5&-3, PAFAH1B3 inh 3, LYPLA1 counter -1&-1, pPAFAH inh 2&-1 and LYPLA2 inh -5&3.
Screening C[C@@H](O)CC(=O)O returned PAFAH2 inh 1&-5, PAFAH1B2 inh 1&3, GSTO1 counter 5&-7, PME-1 inh -3&2, PAD4 inh -6&3, PAFAH1B3 inh 5&8, LYPLA1 counter 3&2, pPAFAH inh -2&-2 and LYPLA2 inh 1&3.
`CN(C)CCOC(=O)C(c1ccccc1)C1(O)CCCC1` (stereo not drawn) gave PAFAH2 inh 3, PAFAH1B2 inh 2, GSTO1 counter 1, PME-1 inh 0, PAD4 inh 0, PAFAH1B3 inh 7, LYPLA1 counter -1, pPAFAH inh -3 and LYPLA2 inh 1.
For COc1cc(C(=O)NCCCCCC(=O)O)cc(OC)c1OC the results were PAFAH2 inh 3, PAFAH1B2 inh -1, GSTO1 counter 3, PME-1 inh -1, PAD4 inh 0, PAFAH1B3 inh 1, LYPLA1 counter 0, pPAFAH inh 7 and LYPLA2 inh -2.
CC(=O)N(CC(O)CO)c1c(I)c(C(=O)NCC(O)CO)c(I)c(C(=O)NCC(O)CO)c1I (stereo not drawn) was read as PAFAH2 inh 1, PAFAH1B2 inh -1, GSTO1 counter 4, PME-1 inh -8, PAD4 inh -1, PAFAH1B3 inh 1, LYPLA1 counter -3, pPAFAH inh 3 and LYPLA2 inh 1.
Screening CCC12CCCN3CCc4c(n(c5ccccc45)C(O)(C(=O)OC)C1)C32 (stereo not drawn) returned PAFAH2 inh 11, PAFAH1B2 inh 6, GSTO1 counter -1, PME-1 inh -4, PAD4 inh -2, PAFAH1B3 inh 13, LYPLA1 counter 1, pPAFAH inh 12 and LYPLA2 inh 2.
Nc1cc(=O)[nH]c(N)n1 was read as PAFAH2 inh -6, PAFAH1B2 inh -4, GSTO1 counter 7, PME-1 inh -2, PAD4 inh 0, PAFAH1B3 inh -1, LYPLA1 counter -1, pPAFAH inh 1 and LYPLA2 inh -5.
Screening COc1ccc(Sc2ccc(NC(=O)c3ccccc3Cl)cc2C#N)cc1 returned PAFAH2 inh -40, PAFAH1B2 inh -22, GSTO1 counter -66, PME-1 inh -59, PAD4 inh -3, PAFAH1B3 inh -32, LYPLA1 counter -37, pPAFAH inh -20 and LYPLA2 inh -71.
Screening CCCCCCCCCC(=O)O returned PAFAH2 inh -2, PAFAH1B2 inh 9, PAD4 inh -2, PAFAH1B3 inh 3 and pPAFAH inh 4.
Screening C#C[C@]1(O)CC[C@H]2[C@@H]3CCC4=CC(=O)CC[C@@H]4[C@H]3CC[C@@]21CC returned PAFAH2 inh -5&4, PAFAH1B2 inh 4&-4, GSTO1 counter 5&6, PME-1 inh 3&-4, PAD4 inh -2&-1, PAFAH1B3 inh 5&-3, LYPLA1 counter 4&0, pPAFAH inh 4&-6 and LYPLA2 inh 8&0.
CCOc1ccc(NC(=S)N2CCC(C(O)(c3ccccc3)c3ccccc3)CC2)cc1 was read as PAFAH2 inh 0, PAFAH1B2 inh -3, GSTO1 counter 2, PME-1 inh 7, PAD4 inh -3, PAFAH1B3 inh 2, LYPLA1 counter -3, pPAFAH inh 4 and LYPLA2 inh 3.
`CC1CCc2c(N3CCC(O)CC3)c(F)cc3c(=O)c(C(=O)O)cn1c23` (stereo not drawn) gave PAFAH2 inh 1, PAFAH1B2 inh 4, GSTO1 counter 16, PME-1 inh -3, PAD4 inh 0, PAFAH1B3 inh 0, LYPLA1 counter -1, pPAFAH inh 14 and LYPLA2 inh 3.
OCC(O)CN1CCN(c2ccccc2)CC1 (stereo not drawn) was read as PAFAH2 inh 6, PAFAH1B2 inh 1, GSTO1 counter 3, PME-1 inh -5, PAD4 inh -1, PAFAH1B3 inh 2, LYPLA1 counter -2, pPAFAH inh -1 and LYPLA2 inh 0.
`CN1CCC(=C2c3ccccc3CC(=O)c3sccc32)CC1` gave PAFAH2 inh 1&4&3, PAFAH1B2 inh 0&2&-2, GSTO1 counter 2&5, PME-1 inh 3&-1, PAD4 inh -4&1, PAFAH1B3 inh 8&3&4, LYPLA1 counter -3&-3, pPAFAH inh 3&1 and LYPLA2 inh -2&0.
Screening Nc1ncnc(Nc2ccccc2)n1 returned PAFAH2 inh -4, PAFAH1B2 inh -4, GSTO1 counter 2, PME-1 inh -1, PAD4 inh -4, PAFAH1B3 inh 2, LYPLA1 counter 3, pPAFAH inh -2 and LYPLA2 inh 4.
OCCOCCN1CCN(C(c2ccccc2)c2ccc(Cl)cc2)CC1 (stereo not drawn) was read as PAFAH2 inh 0, PAFAH1B2 inh 13, GSTO1 counter 1, PME-1 inh 3, PAD4 inh -3, PAFAH1B3 inh -4, LYPLA1 counter 0, pPAFAH inh 2 and LYPLA2 inh 2.
`CCCN(CCC)C(=O)C(CCC(=O)O)NC(=O)c1ccccc1` (stereo not drawn) gave PAFAH2 inh -2, PAFAH1B2 inh 4, GSTO1 counter 13&-1, PME-1 inh -14&0, PAD4 inh 0&1, PAFAH1B3 inh -3, LYPLA1 counter 3&3, pPAFAH inh -2&-4 and LYPLA2 inh 7&4.
Screening CN(CCOc1ccc(NS(C)(=O)=O)cc1)CCc1ccc(NS(C)(=O)=O)cc1 returned GSTO1 counter 7, PME-1 inh -8, PAD4 inh -12, LYPLA1 counter -6, pPAFAH inh -5 and LYPLA2 inh -1.
For CCN(CC)S(=O)(=O)c1ccc(C(=O)O)cc1 the results were PAFAH2 inh 1, PAFAH1B2 inh 3, GSTO1 counter 2, PME-1 inh -1, PAD4 inh -3, PAFAH1B3 inh 0, LYPLA1 counter -4, pPAFAH inh 3 and LYPLA2 inh -1.
COc1ccc(S(=O)(=O)Nc2nnc(CC(C)C)s2)cc1 was read as PAFAH2 inh 1, PAFAH1B2 inh -4, GSTO1 counter -2, PME-1 inh 5, PAD4 inh 1, PAFAH1B3 inh 8, LYPLA1 counter 2, pPAFAH inh 0 and LYPLA2 inh 0.
For Cc1ccsc1/C=C/C1=NCCCN1C the results were PAFAH2 inh 2&-1&-1, PAFAH1B2 inh -5&0&2, GSTO1 counter 2, PME-1 inh -2, PAD4 inh 3&3, PAFAH1B3 inh 4&6&5, LYPLA1 counter 1, pPAFAH inh -1&-6 and LYPLA2 inh -1.
CC[C@]12CCCN3CCc4c(n(c5ccccc45)[C@@](O)(C(=O)OC)C1)[C@@H]32 was read as PAFAH2 inh 1, PAFAH1B2 inh 1, GSTO1 counter 4, PME-1 inh -1, PAD4 inh -4, PAFAH1B3 inh 8, LYPLA1 counter 1, pPAFAH inh -3 and LYPLA2 inh 3.
Screening CN=C(N)NC(=O)Nc1c(C)cccc1C returned GSTO1 counter 3, PME-1 inh -11, PAD4 inh 5, LYPLA1 counter -1, pPAFAH inh 3 and LYPLA2 inh -1.
`CCC(Cc1c(I)cc(I)c(N)c1I)C(=O)O` (stereo not drawn) gave PAFAH2 inh -3, PAFAH1B2 inh -1, GSTO1 counter -10, PME-1 inh 2, PAD4 inh -3, PAFAH1B3 inh -9, LYPLA1 counter 1, pPAFAH inh -2 and LYPLA2 inh 2.
For C[C@@H]1C[C@H]2[C@@H]3C[C@H](F)C4=CC(=O)C(Cl)=C[C@]4(C)[C@@]3(F)[C@@H](O)C[C@]2(C)[C@@]1(O)C(=O)CO the results were GSTO1 counter 9, PME-1 inh -3, PAD4 inh -3, LYPLA1 counter 4, pPAFAH inh 5 and LYPLA2 inh 2.
`O=C1CCc2cc(OCCCCc3nnnn3C3CCCCC3)ccc2N1` gave PAFAH2 inh 6, PAFAH1B2 inh -1, GSTO1 counter 1, PME-1 inh -4, PAD4 inh -1, PAFAH1B3 inh -4, LYPLA1 counter -2, pPAFAH inh 4 and LYPLA2 inh 5.
Screening CCCCOC(=O)c1ccc(N)cc1 returned PAFAH2 inh -2, PAFAH1B2 inh -1, GSTO1 counter 6, PME-1 inh -4, PAD4 inh 1, PAFAH1B3 inh 8, LYPLA1 counter -5, pPAFAH inh 7 and LYPLA2 inh -2.
`O=C1c2ccccc2C(=O)c2c(O)c(O)cc(O)c21` gave PAFAH2 inh 19, PAFAH1B2 inh 16, PAD4 inh 96*, PAFAH1B3 inh 40* and pPAFAH inh 47*.
For CN(C)C(=N)N=C(N)N the results were PAFAH2 inh -8, PAFAH1B2 inh 7, GSTO1 counter 2, PME-1 inh 3, PAD4 inh 2, PAFAH1B3 inh 12, LYPLA1 counter -3, pPAFAH inh -4 and LYPLA2 inh 0.
Screening CCOC(=O)Nc1ccc2c(c1)N(C(=O)CCN1CCOCC1)c1ccccc1S2 returned PAFAH2 inh 5&3, PAFAH1B2 inh 4&-2, GSTO1 counter 5, PME-1 inh 2, PAD4 inh -4, PAFAH1B3 inh 4&15, LYPLA1 counter 4, pPAFAH inh 1 and LYPLA2 inh 1.
`C[C@]12CC[C@H]3C(=CCc4cc(O)ccc43)[C@@H]1CCC2=O` gave PAFAH2 inh -2, PAFAH1B2 inh 9, GSTO1 counter -1, PME-1 inh 1, PAD4 inh -6, PAFAH1B3 inh 4, LYPLA1 counter -3, pPAFAH inh -5 and LYPLA2 inh 1.
For CCCc1cc(C(N)=S)ccn1 the results were PAFAH2 inh 1, PAFAH1B2 inh 12, GSTO1 counter 7, PME-1 inh -11, PAD4 inh 1, PAFAH1B3 inh 11, LYPLA1 counter 0, pPAFAH inh -1 and LYPLA2 inh 7.
Screening COc1cc(NC(=O)c2cc(C3CC3)on2)c(OC)cc1Cl returned PAFAH2 inh 5, PAFAH1B2 inh 1, GSTO1 counter 3, PME-1 inh 0, PAD4 inh 1, PAFAH1B3 inh 3, LYPLA1 counter -1, pPAFAH inh 2 and LYPLA2 inh 1.
`O=C1c2c(O)cccc2C(C2OC(CO)[C@@H](O)[C@H](O)[C@H]2O)c2cc(CO)cc(O)c21` (stereo partly drawn) gave PAFAH2 inh -5, PAFAH1B2 inh 8, PME-1 inh -5, PAD4 inh -5, PAFAH1B3 inh -1, LYPLA1 counter -2, pPAFAH inh 2 and LYPLA2 inh -6.
For Oc1cc2c(cc1O)C1c3ccc(O)c(O)c3OCC1(O)C2 (stereo not drawn) the results were PAFAH2 inh -2, PAFAH1B2 inh 4, GSTO1 counter 49*, PME-1 inh -8, PAD4 inh 3, PAFAH1B3 inh 7, LYPLA1 counter 1, pPAFAH inh 1 and LYPLA2 inh 3.
